Screens deposited in PubChem BioAssay by several laboratories.
P. falciparum M1AAP – P. falciparum M1AAP inhibitors, biochemical, fluorogenic H-Leu-NHMec substrate, 1536-well (AID 1445); actives 0.42% (n = 220,000); Aminopeptidase N (Plasmodium falciparum (isolate 3D7)); inhibition, % at 30 µM; hits with a dose series show IC50 in µM; recombinant M1AAP, H-Leu-NHMec fluorogenic kinetic assay; higher % means a stronger effect;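 active = primary inhibition above the hit cutoff, then over 50% inhibition at one or more dose response concentrations, cut at about 23% in these data, passing the limit was not always enough; inconclusive = conflicting primary data, or primary hits not chosen for dose response; inactive = low primary inhibition, or under 50% at every dose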;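 also: plate controls were DMSO full reaction for no effect and no enzyme background for full effect; strong numbers were not always called active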
Dynein cargo inh – inhibitors of GR-EGFP nuclear translocation, primary screen, dynein cargo transport inhibitor project, imaging, high-content, 3617.4 mouse cells; actives 0.47% (n = 220,000); test concentration mostly 20 µM; stimulated with dexamethasone, 1 µM; hits give low values; AID 1381, 2008; z-score, hits read low;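 active = plate z-score of nuclear minus cytoplasmic receptor signal below a set negative limit, without overly bright fluorescence or cell loss, cut at about -3.5 in these data, passing the limit was not always enough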;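 also: z-score of nuclear minus cytoplasmic ring GR-EGFP intensity difference per well; some compounds called inactive have numbers as strong as hits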
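Medium: Induction medium lacking tetracycline, stripped serum | Probe or stimulus: 1.0 µM final dexamethasone stimulus | Schedule: 48 h induction, then 1 h compound, then 30 min agonist, 37 °C | Signal: Automated 10x imaging of fixed Hoechst-stained cells | Evaluation: Per-cell GR-EGFP intensity, nucleus versus surrounding cytoplasmic ring, well-averaged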
P. falciparum M17LAP – P. falciparum M17LAP inhibitors, primary screen, biochemical, fluorogenic H-Leu-NHMec substrate, 1536-well (AID 1619); Leucine aminopeptidase (Plasmodium falciparum (isolate 3D7)); recombinant M17LAP, H-Leu-NHMec fluorogenic kinetic assay; higher % means a stronger effect; inhibition, % at 30 µM, or IC50 in µM where a hit was titrated; actives 0.38% (n = 220,000);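 active = compound inhibiting the enzyme by more than half at any dose during confirmatory dose-response retesting; inconclusive = strong single-dose inhibitors picked by rank but not retested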;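 also: plate controls were full reaction with DMSO carrier for no effect and no enzyme background for full effect; strong numbers were not always called active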
MT stabilize HCS – microtubule stabilizers in HeLa cells, primary screen, imaging, high-content imaging; HeLa tubulin immunostaining HCS, 24 h; share of cells brighter than vehicle mean+2SD; % tubulin-high responders, % at 10 µM; actives 0.83% (n = 200,000); AID 2205, 2009;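 active = plate Z-score above 3 for both tubulin-high and condensed-nucleus cell shares, with cell loss under 80%, at 10 µM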;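 also: anti alpha tubulin signal scored within the nucleus-defined area of each cell; some results filed as inactive read as strong as hits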
Lipid droplet – inhibitors of hepatocyte lipid droplet formation, primary screen, imaging, high-throughput imaging, BODIPY stain. AID 1656, 2009. inhibition, % at 6.5 µM. actives 0.4% (n = 240,000). AML12 mouse hepatocytes, oleate lipid droplets;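 active = lipid droplet intensity inhibited by at least 50%, with more than 500 cells counted; inconclusive = wells with under 300 cells, treated as cytotoxic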
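Assay system: AML12 hepatocytes (mouse); Probe or stimulus: oleic acid at 100 µM to induce lipid droplet formation; Dosing: compound at 6.5 µM only; Schedule: compound with oleate, overnight; Detection: fluorescence imaging, 20x objective, two fields per well; Measure: % inhibition of lipid droplet signal.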
Ins promoter up – insulin promoter activators in MIN6 cells, imaging, high-content screening, mouse beta cells. MIN6 insulin promoter-GFP reporter; hits give high values. z-score at 5 µM. actives 0.3% (n = 190,000). AID 1625, 2009;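 active = z-score above 3 at 5 µM with at least 500 cells counted in the well; inconclusive = wells under 500 cells, flagged as cytotoxic or low count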
Yfh1-depleted yeast – enhancers of respiration in Yfh1-depleted yeast, dose response, Friedreich's ataxia, plus single-dose screen (AID 1465); actives 0.074% (n = 220,000); S. cerevisiae Yfh1-off respiration, WST-1 reduction, 72 h; higher fold induction means a stronger effect; fold induction at 50 µM; hits with a dose series show EC50 in µM;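 active = fold induction of absorbance versus untreated yeast above a set limit, then at least 30% activation at any dose in follow-up; inconclusive = repeats straddling the limit, or above it without dose testing; inactive = fold induction below the set limit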;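 also: activators that raise dye reduction in frataxin-depleted yeast; strong numbers were not always called active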
CSM14.1 death rescue – rescue of cells from ER stress-induced death, primary screen, 384-well, CSM14.1, thapsigargin, ATP luminescence (AID 1222); 190,000 tested, under 10 active; one-dose cellular ATP content (survival), % at 20 µM; EC50 in µM for titrated hits; CSM14.1 thapsigargin-induced death rescue, ATP luminescence; higher % means a stronger effect;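 active = EC50 below 50 µM in the dose-response confirmation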;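 also: death triggered by thapsigargin at about 15 µM added after 2 h compound pretreatment; cell ATP read after overnight thapsigargin exposure of roughly 18 to 22 hours; normalized against plate controls of thapsigargin alone and 5% DMSO vehicle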
Autophagy HCS – autophagy modulators in MEF cells, primary screen, imaging, high-content, MEF GFP-LC3. MEF GFP-LC3 puncta imaging; test concentration mostly 10 µM. calls only at 10 µM (by protocol). actives 0.98% (n = 190,000). AID 463193, 2010;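 active = percentage of spot-positive cells more than 3 SD above its plate mean, without a fluorescence outlier flag or 80% toxicity; inconclusive = no clear call, values can overlap the other calls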;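 also: spot-positive cell cutoff set from DMSO-treated cells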
Dynein cargo inh cytoplasmic EGFP – also measured in Dynein cargo inh; calls as there; z-score; measured here: cytoplasmic GR-EGFP intensity; hits give high values
Dynein cargo inh nuclear GR-EGFP – also measured in Dynein cargo inh; calls as there; z-score; measured here: nuclear GR-EGFP intensity;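 lower value marks the stronger effect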
Dynein cargo inh cell count – second read-out of Dynein cargo inh, no call of its own (marks repeat the call); z-score; measured here: cell count per field
Ins promoter up cell count – also measured in Ins promoter up; calls as there; cell count; measured here: cytotoxicity, nuclei count;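 total cells summed across four imaged fields per well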
Lipid droplet cells 6.5 µM – recorded beside Lipid droplet, whose call it bears; cell count; measured here: cell count, cytotoxicity flag;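 cells counted across two imaged fields per well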
MT stabilize HCS Hoechst-high % – further read-out of MT stabilize HCS, marked with its call; % Hoechst-high responders; measured here: nuclear condensation Hoechst responders;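 share of cells brighter than vehicle mean plus two SD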
MT stabilize HCS cytotoxicity % – also measured in MT stabilize HCS; calls as there; toxicity, %; measured here: cytotoxicity by cell density;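 0% = mean cell density of plate MIN control wells and 100% = no cells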
Autophagy HCS cell loss 18 h – second read-out of Autophagy HCS, no call of its own (marks repeat the call); toxicity, %; measured here: cell loss, nuclei count;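 cell loss after 18 h compound exposure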
The depositor's hits bear a star; i = inactive; ? = inconclusive; · = not tested or not shown.

SMILES	P. falciparum M1AAP	Dynein cargo inh	Dynein cargo inh cytoplasmic EGFP	Dynein cargo inh nuclear GR-EGFP	Dynein cargo inh cell count	P. falciparum M17LAP	MT stabilize HCS	MT stabilize HCS Hoechst-high %	MT stabilize HCS cytotoxicity %	Lipid droplet	Lipid droplet cells 6.5 µM	Ins promoter up	Ins promoter up cell count	Yfh1-depleted yeast	CSM14.1 death rescue	Autophagy HCS	Autophagy HCS cell loss 18 h
Cc1ccc(N(Cc2cc3ccccc3[nH]c2=O)C(=O)c2cccs2)cc1	-1%	-0.82	-0.25	-0.61	0.35	5%	2.7	3.5	5.8	19	664	0.22	1377	i	-0.5%	i	2
Oc1ccc(C2=NNC(=NCc3ccc4c(c3)OCO4)SC2)c(O)c1	12%	-0.24	-0.21	-0.19	-0.046	11%	11	61	45	?	·	1.4	977	i	0.3%	i	15
CC1(C)CC2CC(C)(CN2CC(=O)C(C#N)c2ccccc2)C1 (centres undefined)	6%	-0.18	-0.2	0.077	1.4	-5%	1.9	1.7	11	·	·	0.34	1070	i	-1.1%	i	-16
C=CCn1c(C(C)NC(=O)C(C)(C)C)nc2ccccc21 (centres undefined)	-2%	-0.31	-0.27	-0.17	0.13	17%	3.7	2.7	1.2	27	727	0.01	1199	i	3.9%	i	1
COc1ccc(OC)c(N/C(C)=C/C(=O)c2ccccc2)c1	4%	0.32	-0.24	-0.083	-0.24	8%	1.7	3.3	6.7	1	569	-0.22	1247	i	-1.7%	i	-11
C=C1C(=O)O[C@@H]2C[C@@H](C)[C@@H]3C=CC(=O)[C@@]3(C)[C@@H](OC(C)=O)[C@H]12	3%	-3.6*	3.2*	-2.5*	-0.17*	11%	·	·	·	-199	316	·	·	i	·	·	·
COc1cccc(CC(=O)Nc2nc(C)cs2)c1	9%	0.31	-0.3	-0.11	1.5	5%	3.4	2.3	8.4	1	663	0.48	1556	i	-0.1%	i	15
COc1ccc(Cc2c(N)nc(C)nc2N)cc1	3%	0.49	-0.3	0.29	-0.084	-10%	1.4	1.8	4.3	·	·	1.1	1312	i	-0.2%	i	3
NC(=O)NCc1ccccc1Cl	4%	1.7	-0.18	0.79	-1.7	-2%	6.8	1.1	8.0	1	718	0.13	1404	i	-2.8%	i	-15
Cc1ccccc1C(=O)NNC(=O)C(=O)N1CCCCC1	0%	-0.024	-0.26	-0.0042	0.19	-5%	2.3	1.5	5.8	-17	548	-0.37	1266	i	1.2%	i	6
COc1ccc(NC(=O)c2ccccc2NS(=O)(=O)c2ccc(C)cc2)c([N+](=O)[O-])c1	11%	0.27	-0.018	0.48	-0.019	3%	2.0	1.4	0.4	14	550	-0.14	1251	i	-1.2%	i	-3
CC(C)(C)c1ccc(-c2nn(CCC#N)cc2/C=N/O)cc1	8%	0.88	-0.21	0.78	-1.1	11%	3.4	2.4	11	3	682	0	1226	i	-1.1%	i	1
CCCOc1cccc(C(=O)Nc2ccc(Br)cc2F)c1	12%	-0.67	-0.33	-0.74	0.97	5%	1.5	4.3	6.9	5	692	0.13	1282	i	-3.3%	i	1
Clc1cccc2sc(N3CCOCC3)nc12	·	-0.043	-0.49	-0.04	0.74	·	4.3	2.9	2.8	·	·	·	·	i	·	i	-2
Cc1ccc(NC(=O)CC2S/C(=N/N=C3/NC(=O)CS3)NC2=O)cc1 (centres undefined)	2%	-0.9	-0.23	-0.33	1.2	7%	3.5	2.0	6.2	7	714	0.01	1583	i	1.5%	i	-3
O=C(CN1C(=O)c2ccccc2S1(=O)=O)NCc1ccco1	·	-0.084	-0.28	0.45	0.39	·	2.2	1.6	4.3	0	723	1.2	1391	i	-0.8%	i	35
CCOC(=O)c1c(C)[nH]c(C(=O)COC(=O)C2(C)CC2(Cl)Cl)c1C (centres undefined)	3%	-0.017	-0.35	-0.25	0.21	-4%	0.7	0.8	2.9	8	801	·	·	i	-1.1%	i	-3
O=C(CC1SC(=Nc2ccc(OC(F)F)cc2)N(CCN2CCOCC2)C1=O)Nc1ccc(F)cc1F (centres undefined)	0%	-0.32	-0.32	0.14	1.4	3%	4.4	2.6	9.1	0	690	-0.23	1265	i	·	i	4
C=CCNC(=O)Nc1ccc(Cl)cn1	3%	-1.1	1.4	0.34	0.83	4%	2.2	2.3	0.7	8	738	-0.31	1264	i	-2.0%	i	24
O=C(N/N=C/c1ccncc1)c1cc([N+](=O)[O-])cc([N+](=O)[O-])c1	0%	-0.56	-0.31	-0.62	0.66	11%	3.1	2.7	9.1	22	659	-0.36	1499	i	-0.8%	i	0
Cc1cccnc1CN1CCN(C(=O)c2cc(COc3ccc4ncccc4c3)on2)CC1	-2%	-0.061	0.52	-0.12	0.21	1%	5.5	2.3	7.9	-15	689	0.12	1387	i	7.0%	i	9
O=C(CN(c1cccc(C(F)(F)F)c1)S(=O)(=O)c1ccc(Cl)c([N+](=O)[O-])c1)NCc1ccc(F)cc1	5%	-0.48	-0.31	-0.63	0.87	16%	2.5	5.9	11	10	582	?	·	i	-1.2%	i	5
CCC(=O)N1c2ccc(S(=O)(=O)CCC(=O)NCc3ccc4c(c3)OCO4)cc2CC1C (centres undefined)	11%	-1.3	0.53	-0.65	0.18	6%	2.3	1.2	2.8	·	·	0.37	1573	·	0.4%	i	25
COc1ccc(C[C@@H]2CN3C(=NC[C@@H]3C)N2C[C@H](C)NC(=O)CCC2CCCCC2)cc1	2%	0.095	-0.18	0.37	-0.81	2%	2.7	1.3	3.6	-14	750	2.1	1450	i	2.4%	i	20
CCOc1cc(/C=N/NC(=O)OC)ccc1OCCSc1ccc(Cl)cc1	1%	0.92	0.091	0.95	-1.3	-2%	2.8	2.6	6.5	-12	620	-0.09	1407	i	11%	i	11

(cont.)
SMILES	P. falciparum M1AAP	Dynein cargo inh	Dynein cargo inh cytoplasmic EGFP	Dynein cargo inh nuclear GR-EGFP	Dynein cargo inh cell count	P. falciparum M17LAP	MT stabilize HCS	MT stabilize HCS Hoechst-high %	MT stabilize HCS cytotoxicity %	Lipid droplet	Lipid droplet cells 6.5 µM	Ins promoter up	Ins promoter up cell count	Yfh1-depleted yeast	CSM14.1 death rescue	Autophagy HCS	Autophagy HCS cell loss 18 h
CCc1cc2c(NCc3ccco3)ncnc2s1	5%	1.8	0.44	1.7	-2.4	15%	7.4	2.0	1.1	·	·	?	·	i	2.4%	i	-2
O=C(CSc1cc(Cl)ccc1Cl)NCC1CCCO1 (centres undefined)	4%	1.4	-0.31	0.47	-0.54	14%	3.9	2.1	13	-13	644	0.2	1814	i	-1.9%	i	6
COc1ccc(S(=O)(=O)NC(C(C)C)C(C)C)cc1OC	-10%	-0.6	-0.11	0.021	0.33	5%	2.6	0.2	61	7	681	0.07	1150	i	-1.1%	i	2
CCc1nc(C)cn1S(=O)(=O)c1ccc([N+](=O)[O-])cc1	3%	-0.69	-0.13	-0.29	0.6	-4%	1.6	1.0	4.7	-19	722	·	·	i	0.9%	i	0
CCOC(=O)NC1(NCc2ccccc2)Oc2ccccc2O1	4%	0.24	-0.06	0.026	-0.63	14%	4.2	1.8	6.0	14	629	-0.34	1823	i	-1.7%	i	37
O=C(CN1C(=O)NC2(CCCC2)C1=O)N1CCN(C(=O)c2ccco2)CC1	0%	-0.63	-0.21	-0.15	0.65	4%	1.9	2.0	3.8	·	·	0.73	1404	i	-1.3%	i	3
Cc1ccc(C)c(NCc2n[nH]c(=S)n2-c2ccccc2)c1	6%	-1.2	-0.31	-0.53	0.86	6%	2.4	2.1	2.1	-7	665	-0.44	1618	i	-0.6%	i	2
CCCC(=O)Nc1sc(C(=O)OC)c(C)c1C(N)=O	1%	-0.8	-0.26	-0.23	0.26	4%	5.1	2.8	8.8	·	·	0.39	1494	i	-1.4%	i	-11
COC(=O)c1scc(S(=O)(=O)C(C)(C)C)c1N	1%	-0.11	-0.24	-0.36	0.48	2%	·	·	·	0	693	-0.01	1334	i	·	·	·
C#CCOc1nc(C)cc(C)c1S(=O)(=O)c1ccccc1C	-2%	0.43	-0.23	0.26	-0.46	3%	1.0	1.3	5.6	·	·	0.61	1289	i	0.9%	i	20
CCc1cccc2c(C#N)cn(CC(=O)NCc3ccco3)c12	2%	-0.72	-0.26	-0.52	0.9	-4%	3.6	2.2	6.2	-22	679	0.31	1395	i	-0.9%	i	-2
CC(C)CCNC(=O)c1c(CSc2ccccc2)noc1C(=O)NCc1ccccc1	7%	3.6	-0.52	2	-1.9	0%	·	·	·	·	·	-0.14	925	i	·	·	·
CCOC(=O)C1CCN(C(=O)COC(=O)CNC(=O)c2ccc(OC)cc2)CC1	5%	1.8	-0.3	1.5	-1.8	1%	2.9	3.4	1.9	2	664	0.01	1235	i	-1.1%	i	-12
